From PubChem
MLL CXXC-DNA inh: qHTS Fluorescence Polarization Assay for Inhibitors of MLL CXXC domain - DNA interaction | 290,000 compounds, 0.037% hits | Histone-lysine N-methyltransferase 2A (Homo sapiens), Q03164 | MLL-CXXC / FITC-HOXA9 DNA fluorescence polarization | Potency, µM (series often up to 115 µM), for the others: top-dose activity change, negative = inhibition, usual class: inhibitors; active means well fitted inhibition curve with a large enough effect in the polarisation, with a control signal flat, not every such curve was filed as active; inconclusive means small, poorly fitted or top-dose-only effect, or effect the other way, or a change in a side signal; inactive means no such curve, though single readings can be large or run the other way; the % refers to the polarisation; further: potency means the concentration at half of the fitted maximal effect
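Steps: dispense CXXC domain solution (7 uM) → pin compounds or unlabeled HOX-A9 DNA control → 5 min ambient → add FLSN-HOX-A9 solution (50 nM) → spin → 30 min ambient → fluorescence polarization. Tris pH 7.5/NaCl/DTT/BSA buffer.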
TSHR antagonist: Antagonists of the Thyroid Stimulating Hormone Receptor: HTS campaign. Thyrotropin receptor (Homo sapiens), P16473. TSHR-expressing cells, TSH-stimulated cAMP HTRF, 2 h; stronger effect = lower value. activity change, negative = inhibition, % at 11.5 µM. 330,000 compounds, 0.2% hits. AID 504810, 2011;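 active means activity change below a set negative limit, meaning inhibition stronger than a set level, cut at about -70% in these data; inconclusive means activity change between two set negative limits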; further: on the % scale 0 is the no-effect control and ±100 the full control effect
Target sequence (P16473 whole entry, looked up): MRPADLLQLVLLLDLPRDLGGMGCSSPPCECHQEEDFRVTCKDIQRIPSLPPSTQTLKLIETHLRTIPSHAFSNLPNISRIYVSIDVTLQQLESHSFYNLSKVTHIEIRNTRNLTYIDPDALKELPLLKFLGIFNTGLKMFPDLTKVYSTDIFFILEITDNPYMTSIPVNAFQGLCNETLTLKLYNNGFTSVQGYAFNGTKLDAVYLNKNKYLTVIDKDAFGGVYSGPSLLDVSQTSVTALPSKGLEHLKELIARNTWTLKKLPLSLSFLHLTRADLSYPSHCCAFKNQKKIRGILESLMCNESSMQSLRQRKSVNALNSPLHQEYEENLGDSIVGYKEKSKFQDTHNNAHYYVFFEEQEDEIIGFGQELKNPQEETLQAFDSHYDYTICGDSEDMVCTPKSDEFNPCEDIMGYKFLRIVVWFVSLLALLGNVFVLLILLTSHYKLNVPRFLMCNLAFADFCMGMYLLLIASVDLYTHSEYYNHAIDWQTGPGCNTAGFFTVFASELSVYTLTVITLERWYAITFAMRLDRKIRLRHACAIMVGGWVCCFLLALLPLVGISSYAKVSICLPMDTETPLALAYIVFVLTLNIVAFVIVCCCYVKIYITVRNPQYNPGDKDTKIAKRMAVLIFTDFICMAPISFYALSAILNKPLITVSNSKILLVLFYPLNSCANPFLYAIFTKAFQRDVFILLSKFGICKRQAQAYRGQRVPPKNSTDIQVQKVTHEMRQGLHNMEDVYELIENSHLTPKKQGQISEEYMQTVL
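TSHR-expressing cells were treated with compounds, then stimulated with TSH at EC80 (4nM final) for 2 hours at 37 deg C. Cellular cAMP was measured by HTRF competition between lysate cAMP and cAMP-d2 for a cryptate-labelled anti-cAMP antibody.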
Coupling enz: qHTS Assay for Inhibitors of Fructose-1,6-bisphosphate Aldolase from Giardia Lamblia: Coupling assay counterscreen; coupling enzyme system counterscreen, AmpLite Red fluorescence; 290,000 compounds, 0.67% hits; activity change, negative = inhibition, % at 58.2 µM, hits read low; AID 2472, 2010; in the data active means activity change below about -30%; further: on the % scale 0 is the no-effect control and ±100 the full control effect
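Counterscreen lacking aldolase: glyceraldehyde-3-phosphate coupling-enzyme reagent preincubated 10 min at RT with compound (at 57.5 uM final), then substrate/coupling system with AmpLite Red added; fluorescence read at 525/598 nm after 20 min RT.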
BCR signal inh: qHTS Assay to Find Inhibitors of Chronic Active B-Cell Receptor Signaling. ABC-DLBCL IkBa-CBG/CBR reporter, luminescence ratio, 4 h. Potency, µM (series often up to 46.1 µM), inactives show top-dose ratio change, negative = lower green/red ratio, usual class: inhibitors. 340,000 compounds, 0.05% hits; active means well fitted inhibition curve with a large enough effect in the signal ratio, with a control signal flat, not every such curve was filed as active; inconclusive means small, poorly fitted or top-dose-only effect, or effect the other way, or a change in a side signal; the % refers to the signal ratio;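 further: potency means the concentration at half of the fitted maximal effect; plate controls were basal doxycycline-induced cells for no effect and cells given 10 µM MG132 for full effect; MG132 reads +100%, hits lower the ratio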
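TMD8 human ABC-DLBCL cells with doxycycline-inducible IκBα–green luciferase fusion and unfused red luciferase, in 0.5% FBS medium; compounds up to 46 uM, 4 h at 37C. Green/red luminescence ratio, filter-overlap corrected, fitted to concentration-response curves.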
Giardia killer: Small Molecules that selectively kill Giardia lamblia: qHTS; Giardia lamblia trophozoite viability; activity change, % at 7.66 µM, hits read low; 340,000 compounds, 0.15% hits; in the data active means activity change below about -80%; inconclusive means between about -30% and that limit;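 further: parasites exposed to compound for two days anaerobically before the ATP read; on the % scale 0 is the no-effect control and ±100 the full control effect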
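Anaerobic 48 hrs incubation at 37 deg C of 100 trophozoites/well with test compounds; ATPLite 1-Step luminescence, 15-30 min RT, reports cellular ATP as viability.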
KCNH2 WT inh: qHTS for Inhibitors of KCHN2 3.1: Wildtype qHTS | U2OS, BacMam KCNH2, thallium flux FluxOr; stronger effect = lower value | Voltage-gated inwardly rectifying potassium channel KCNH2 (Homo sapiens), Q12809 | AID 720551, 2013 | 340,000 compounds, 0.37% hits | activity change, % at 1.84 µM;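 active means maximum activity change below -70%; inconclusive means maximum activity change between -70% and -50%; inactive means maximum activity change above -50%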; further: on the % scale 0 is the no-effect control and ±100 the full control effect
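U2OS cells were transduced with wild-type KCNH2 virus (2.03 x 10^8 / mL) for 4 h at room temperature, then cultured overnight at 37 C. Thallium flux was read with FluxOr dye. Rate constants were normalized to DMSO controls.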
TCR activator: Activators of T cell receptors: qHTS campaign; primary human leukocytes, anti-CD3, IL-2 HTRF, 48 h; Potency, µM (series often up to 9.22 µM), without a hit: top-dose activation of IL-2 secretion, actives largely listed as activators; 330,000 tested, under 10 active; AID 504894, 2011; active means well fitted activation curve with a large enough effect; inconclusive means small, poorly fitted or top-dose-only effect, or another doubt; inactive means no such curve, though single readings can be large or run the other way; further: % of control where 0% means no effect
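Human primary leukocytes + a-CD3 beads + cpd, 48 hr; IL-2 in supernatant by HTRF (ex 320nm / em 665nm). No co-stimulatory signal supplied.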
The depositor's hits bear a star; ? = inconclusive; . = not tested or not shown; & = joins results of further samples; [ ] = another dose, or the depositor's remark. A portion of the library; count on the stated rates, not on these rows.

SMILES	MLL CXXC-DNA inh	TSHR antagonist	Coupling enz	BCR signal inh	Giardia killer	KCNH2 WT inh	TCR activator
O=C(O)CCC/C=C\C[C@@H]1[C@@H](CC[C@@H](O)CCc2ccccc2)[C@H](O)C[C@@H]1O	.	.	-2	.	.	.	.
O=c1cc(-c2ccc(O)cc2)oc2cc(O[C@H]3OC(CO)C(O)C(O)C3O)cc(O)c12 (stereo partly drawn)	.	.	1	.	.	.	.
CC(=O)C1CCC2C3CC(C)C4=CC(=O)CC[C@@]4(C)C3C(O)C[C@@]12C (stereo partly drawn)	.	.	1	.	.	.	.
O=C1c2ccc(O)c(O)c2C(=O)c2c(O)ccc(O)c21	.	.	-1	.	.	.	.
C=CC1=C(C(=O)O)N2C(=O)C(NC(=O)/C(=N\O)c3csc(N)n3)C2SC1 (stereo not drawn)	.	.	-1	.	.	.	.
C[C@H](CCC(=O)O)[C@H]1CC[C@H]2[C@H]3C(CC[C@]12C)[C@@]1(C)CC[C@@H](O)C[C@H]1C[C@H]3O (stereo partly drawn)	.	.	11	.	.	.	.
Cc1ccccc1OC[C@H](O)CO	.	.	4	.	.	.	.
CC[C@H](C)C(N)C(=O)O (stereo partly drawn)	.	.	-1	.	.	.	.
COc1cc(O)c2c(=O)cc(-c3ccc(OC)c(-c4c(O)cc(O)c5c(=O)cc(-c6ccc(O)cc6)oc45)c3)oc2c1	.	.	11	.	.	.	.
CC(=O)O[C@@]1(C(C)=O)CCC2C3C=C(Cl)C4=CC(=O)C5CC5[C@@]4(C)C3CC[C@]21C (stereo partly drawn)	.	.	-6	.	.	.	.
CC(C)C1C(=O)N(S(C)(=O)=O)[C@H]2CCN(C(=O)/C=C/CN3CCCCC3)[C@@H]12 (stereo partly drawn)	.	.	1	.	.	.	.
O=C(O)[C@H]1[C@H]2C[C@H]3c4[nH]c5ccccc5c4CCN3C[C@@H]2CC[C@@H]1O	.	.	-14	.	.	.	.
COc1ccc(C2=NC(c3ccc(Cl)cc3)C(c3ccc(Cl)cc3)N2C(=O)N2CCNC(=O)C2)c(OC(C)C)c1 (stereo not drawn)	.	.	-2	.	.	.	.
COC(=O)C1=CO[C@@H](O[C@H]2OC(CO)C(O)C(O)C2O)C2C1CC(O)C2C (stereo partly drawn)	.	.	1	.	.	.	.
CCC[C@H](N[C@@H](C)C(=O)N1[C@@H]2CCCC[C@H]2C[C@H]1C(=O)O)C(=O)OCC	.	.	2	.	.	.	.
O=c1cc(-c2ccc(O)cc2)oc2cc(OC3OC(CO)C(O)C(O)[C@H]3O[C@@H]3OC[C@@](O)(CO)C3O)cc(O)c12 (stereo partly drawn)	.	.	1	.	.	.	.
CC(CCC(=O)O)C1CCC2C3C(O)C[C@@H]4CC(O)CC[C@@]4(C)C3CC[C@@]12C (stereo partly drawn)	.	.	13&9	.	.	.	.
CCC(=O)O	.	.	4	.	.	.	.
O=C(CS(=O)Cc1ccco1)NCC=CCOc1cc(CN2CCCCC2)ccn1 (stereo not drawn)	4%	.	.	.	.	.	.
O=C(O)c1ccc[n+]([O-])c1	20%	.	.	.	.	.	.
Cc1oc(=O)oc1CN1CCN(c2cc3c(cc2F)c(=O)c(C(=O)O)c2n3C(C)S2)CC1 (stereo not drawn)	-2%	.	.	.	.	.	.
Cc1nc(-c2ccc(Cl)cc2)oc1COC(C)(C)C(=O)O	0%	.	.	.	.	.	.
Cn1c(O)c(N=NC(N)=S)c2ccccc21	-3%	.	.	.	.	.	.
CC(O)CN(C)C (stereo not drawn)	0%	.	.	.	.	.	.
CCC1Nc2cc(Cl)c(S(N)(=O)=O)cc2S(=O)(=O)N1 (stereo not drawn)	-3%	.	.	.	.	.	.
Cc1c(C(=O)NCCO)[n+](=O)c2ccccc2n1[O-]	12%	.	.	.	.	.	.
Cc1cc(NS(=O)(=O)c2ccc(N)cc2)nc(C)n1	11%	.	.	.	.	.	.
Cc1ccc(S(=O)(=O)NC(=O)NC2CCCCCCC2)cc1	-1%	.	.	.	.	.	.
Cn1c(=O)c2[nH]c(Br)nc2n(C)c1=O	-1%	.	.	.	.	.	.
Cc1cc(CC(C)CC(C)(C)C)n(O)c(=O)c1 (stereo not drawn)	13%	.	.	.	.	.	.
CCOC(=O)C(CCc1ccccc1)NC(C)C(=O)N1Cc2ccccc2CC1C(=O)O (stereo not drawn)	8%	.	10	.	.	.	.
CCC(C)[C@@H](N)C(=O)O (stereo partly drawn)	-12%	.	5	.	.	.	.
CCCN[C@@H](C)C(=O)Nc1c(C)csc1C(=O)OC	-6%[51.4 µM]	.	1	.	.	.	.
COc1ccc(S(=O)(=O)N2c3ccc(Cl)cc3[C@](O)(c3ccccc3Cl)[C@@H]2C(=O)N2CCC[C@H]2C(N)=O)cc1OC	5%	.	-1	.	.	.	.
Cc1c(I)c(=O)n(-c2ccccc2)n1C	5%	.	1	.	.	.	.
O=C(O)CNC(=O)c1ccccc1I	-2%	.	0	.	.	.	.
C/C=C\C(=O)N(CC)c1ccccc1C	-3%[51.4 µM]	.	2	.	.	.	.
CC[C@H](Cc1c(I)cc(I)c(N)c1I)C(=O)O	-4%[51.4 µM]	.	1	.	.	.	.
CC1(C)O[C@@H]2C[C@@H]3[C@H]4C[C@@H](F)C5=CC(=O)C=C[C@]5(C)[C@@]4(F)[C@@H](O)C[C@]3(C)[C@]2(C(=O)CO)O1	10%	.	1	.	.	.	.
O=c1[nH]c2cc(C(F)(F)F)c(N3CCOCC3)cc2n(CP(=O)(O)O)c1=O	12%	.	3	.	.	.	.
C=CC1=C(C(=O)O)N2C(=O)[C@@H](NC(=O)C(N=O)c3csc(N)n3)[C@H]2SC1 (stereo partly drawn)	-5%	.	-5	.	.	.	.
CN(C)CCOC(=O)[C@@H](c1ccccc1)C1(O)CCCC1	3%	.	0	.	.	.	.
COc1ccc(CC(=O)NCC(c2cccs2)S(=O)(=O)c2ccc(Cl)cc2)cc1 (stereo not drawn)	.	.	.	11%	.	.	.
CCOCCCNC(=O)C(=O)Nc1c2c(nn1-c1ccc(OC)cc1)CSC2	.	.	.	?	.	.	.
O=C(NCc1ccco1)c1ccc2c(c1)N(Cc1cccc(Cl)c1)C(=O)c1ccccc1S2=O (stereo not drawn)	.	.	.	1%	.	.	.

A section from the list above:
SMILES	MLL CXXC-DNA inh	TSHR antagonist	Coupling enz	BCR signal inh	Giardia killer	KCNH2 WT inh	TCR activator
Cc1cc(CC(C)CC(C)(C)C)n(O)c(=O)c1 (stereo not drawn)	13%	.	.	.	.	.	.
CCOC(=O)C(CCc1ccccc1)NC(C)C(=O)N1Cc2ccccc2CC1C(=O)O (stereo not drawn)	8%	.	10	.	.	.	.
CCC(C)[C@@H](N)C(=O)O (stereo partly drawn)	-12%	.	5	.	.	.	.
CCCN[C@@H](C)C(=O)Nc1c(C)csc1C(=O)OC	-6%[51.4 µM]	.	1	.	.	.	.
COc1ccc(S(=O)(=O)N2c3ccc(Cl)cc3[C@](O)(c3ccccc3Cl)[C@@H]2C(=O)N2CCC[C@H]2C(N)=O)cc1OC	5%	.	-1	.	.	.	.
Cc1c(I)c(=O)n(-c2ccccc2)n1C	5%	.	1	.	.	.	.
O=C(O)CNC(=O)c1ccccc1I	-2%	.	0	.	.	.	.
C/C=C\C(=O)N(CC)c1ccccc1C	-3%[51.4 µM]	.	2	.	.	.	.
CC[C@H](Cc1c(I)cc(I)c(N)c1I)C(=O)O	-4%[51.4 µM]	.	1	.	.	.	.
CC1(C)O[C@@H]2C[C@@H]3[C@H]4C[C@@H](F)C5=CC(=O)C=C[C@]5(C)[C@@]4(F)[C@@H](O)C[C@]3(C)[C@]2(C(=O)CO)O1	10%	.	1	.	.	.	.
O=c1[nH]c2cc(C(F)(F)F)c(N3CCOCC3)cc2n(CP(=O)(O)O)c1=O	12%	.	3	.	.	.	.
C=CC1=C(C(=O)O)N2C(=O)[C@@H](NC(=O)C(N=O)c3csc(N)n3)[C@H]2SC1 (stereo partly drawn)	-5%	.	-5	.	.	.	.
CN(C)CCOC(=O)[C@@H](c1ccccc1)C1(O)CCCC1	3%	.	0	.	.	.	.
COc1ccc(CC(=O)NCC(c2cccs2)S(=O)(=O)c2ccc(Cl)cc2)cc1 (stereo not drawn)	.	.	.	11%	.	.	.

(next part)
SMILES	MLL CXXC-DNA inh	TSHR antagonist	Coupling enz	BCR signal inh	Giardia killer	KCNH2 WT inh	TCR activator
O=C(CC1N=C2c3ccccc3N=C(SCc3ccc(F)cc3)N2C1=O)NC1CCCCC1 (stereo not drawn)	.	.	.	6%	.	.	.
COc1ccc(CCNc2nc(SCc3ccccc3Cl)nc3ccccc23)cc1OC	.	.	.	?	.	.	.
CCN(CC)CCn1c(=O)c(Cc2ccc(OC)cc2)nc2ccccc21	.	-15	.	.	.	.	.
CCCCCCCCCCCCCCC[C@H](O)[C@H](N)CO	0%	-6	.	.	.	.	.
C[C@@H](N)C1CCC(C(=O)Nc2ccncc2)CC1 (stereo partly drawn)	-3%	13	0	.	.	.	.
CN(C(=O)CCCOc1ccc2[nH]c(=O)ccc2c1)C1CCCCC1	5%	4	2	.	.	.	.
Cc1cc(Nc2cc(N3CCN(C)CC3)nc(Sc3ccc(NC(=O)C4CC4)cc3)n2)n[nH]1	.	.	.	.	-17	.	4%
C=CC1=C(C(=O)O)N2C(=O)[C@@H](NC(=O)/C(=N\O)c3csc(N)n3)[C@H]2SC1 (stereo in doubt)	.	.	.	.	18	-18	-6%
